High-throughput results: PubChem, National Center for Advancing Translational Sciences (NCATS)
DRD3 agonist – activates the human D3 dopamine receptor. P35462. D3R DiscoveRx beta-arrestin cells, luminescence, 90 min. max activation, %. 410,000 compounds, 0.58% hits; in the data active means max activation above about 30%; further: 0% is about no effect; mostly tested at two doses, the higher about 12 µM
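Agonist mode: compounds and dopamine controls were applied to plated cells for 90 min at 37 degrees C after an overnight attachment at 1500 cells/well. Luminescent read-out followed 30 - 60 minutes at room temperature with DiscoveRx detection reagent.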
FUS suppressor – FUS proteinopathy suppression in yeast; S. cerevisiae FUS-expressing, growth rescue, OD600, 24 h; Potency, µM (series often up to 76.6 µM), without a hit: at the highest dose growth rescue (activation), usual class: activators; 390,000 compounds, 0.24% hits; AID 1347120;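 further: potency means the concentration at half of the fitted maximal effect; plate controls were DMSO vehicle for no effect and reference control for full effect; nearly all actives have a fitted effect of over 55% in size; some results filed as inactive show a strong effect at the top dose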
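Compound concentration series was pinned onto galactose-induced FUS-expressing yeast seeded at OD 0.005. Plates sat 24hr at 30C; absorbance at 600 nm gave growth. DMSO served as background control.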
DRD3 antagonist – antagonists of human D3 dopamine receptor. AID 652054. max response, negative = inhibition, %. 360,000 compounds, 2.5% hits. D3R cells, DiscoveRx beta-arrestin luminescence, antagonist mode; hits give low values; in the data active means max response below about -50%; inconclusive means no clear call, values can overlap the other calls; further: on the % scale 0 is the no-effect control and ±100 the full control effect; mostly tested at two doses, the higher about 12 µM
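Cells plated overnight at 1500 cells/well, then exposed to library compounds with dopamine controls for 90 minutes at 37 degrees C. DiscoveRx reagent added for 30–60 minutes at room temperature; luminescence read, quantitative HTS format.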
EPAC2 ag – activates human EPAC2 exchange factor. EPAC2 activation, biochemical qHTS; response scale: 100% = 6.5 mM cAMP response. Potency, µM (doses to about 154 µM), for inactives: top-dose activation, hits mostly activators. 360,000 compounds, 0.079% hits. AID 720711; further: potency means the concentration at half of the fitted maximal effect; nearly all actives have a fitted effect of over 50% in size
Target sequence (Q8WZA2 whole entry, looked up): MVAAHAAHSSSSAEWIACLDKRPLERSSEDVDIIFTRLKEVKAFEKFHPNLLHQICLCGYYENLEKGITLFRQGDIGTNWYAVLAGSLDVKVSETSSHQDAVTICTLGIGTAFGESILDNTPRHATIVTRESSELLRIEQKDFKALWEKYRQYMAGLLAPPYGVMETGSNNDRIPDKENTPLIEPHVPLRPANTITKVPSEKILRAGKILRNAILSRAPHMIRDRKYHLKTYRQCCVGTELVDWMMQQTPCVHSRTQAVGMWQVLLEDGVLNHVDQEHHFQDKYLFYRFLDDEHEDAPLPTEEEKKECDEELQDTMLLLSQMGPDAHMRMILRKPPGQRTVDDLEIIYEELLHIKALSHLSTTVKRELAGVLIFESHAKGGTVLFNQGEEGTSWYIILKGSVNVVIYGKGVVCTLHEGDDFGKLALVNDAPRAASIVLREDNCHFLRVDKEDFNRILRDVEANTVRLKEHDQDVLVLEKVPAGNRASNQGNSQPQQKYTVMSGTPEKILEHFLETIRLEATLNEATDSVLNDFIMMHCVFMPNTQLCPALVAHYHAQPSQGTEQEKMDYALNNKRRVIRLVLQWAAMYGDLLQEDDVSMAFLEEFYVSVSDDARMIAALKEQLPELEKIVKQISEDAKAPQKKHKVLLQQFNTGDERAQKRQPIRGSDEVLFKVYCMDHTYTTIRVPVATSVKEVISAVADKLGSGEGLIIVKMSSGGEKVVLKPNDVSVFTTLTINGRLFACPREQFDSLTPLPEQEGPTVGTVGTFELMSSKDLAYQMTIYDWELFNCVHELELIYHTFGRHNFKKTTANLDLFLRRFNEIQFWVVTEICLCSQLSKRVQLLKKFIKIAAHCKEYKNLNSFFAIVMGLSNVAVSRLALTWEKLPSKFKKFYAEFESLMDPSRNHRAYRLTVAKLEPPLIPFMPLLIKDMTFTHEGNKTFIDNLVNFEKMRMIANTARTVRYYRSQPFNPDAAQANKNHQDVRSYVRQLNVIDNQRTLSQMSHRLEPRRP
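Readout is BODIPY fluorescence (480 nm excitation, 540 nm emission), which falls as labeled GDP is exchanged off Rap1B. EPAC2 at 100 nM acted on 250 nM RAP1B-BODIPY-GDP with 50 uM GDP present.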
TDP-43 yeast inh – rescues yeast growth from TDP-43 toxicity. Potency, µM (titrated, usually from 46.1 µM), for inactives: at the top dose growth rescue (activation), actives largely listed as activators. TDP-43 expressing yeast growth rescue, BacTiter-Glo, 24 h. 410,000 compounds, 1.8% hits. AID 652104; further: potency means the concentration at half of the fitted maximal effect; % of control where 0% means no effect; nearly all actives have a fitted effect of over 50% in size
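Yeast cells expressing TDP-43 under galactose induction are exposed to compounds for 24 hr at 30 deg C. BacTiter-Glo luminescence measures growth, so protective compounds score as activators.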
aSyn yeast inh – inhibitors of alpha-synuclein toxicity in yeast; Potency, µM (highest dose often 46.1 µM), for inactives: top-dose growth rescue (activation), actives largely listed as activators; Yeast expressing alpha-synuclein, growth rescue, BacTiter-Glo, 24 h; AID 652106; 370,000 compounds, 0.14% hits; further: potency means the concentration at half of the fitted maximal effect; % of control where 0% means no effect; nearly all actives have a fitted effect of over 65% in size
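Screening used galactose-induced yeast with toxic alpha-synuclein levels, exposed to compound for 24 hr at 30 deg C. Cell growth, read with BacTiter-Glo luminescence, gave the measured signal.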
Abeta rescue – A-beta toxicity reversal in yeast; AID 1347071; Potency, µM (titrated, usually from 46.1 µM), inactives show at the top dose growth rescue, usual class: activators; yeast expressing A-beta42, growth rescue, OD600, 48 h; response scale: 0% DMSO, 100% iron-clioquinol control; 410,000 compounds, 0.063% hits; further: potency means the concentration at half of the fitted maximal effect; nearly all actives have a fitted effect of over 55% in size
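Growth rescue measured by 600 nm absorbance after 48 h yeast culture at 30 C with compound. Values normalized between DMSO and an equimolar ferric chloride plus clioquinol control.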
EPAC2 antag – antagonists of human EPAC2 | AID 720708 | Potency, µM (highest dose often 114 µM), for inactives: top-dose activity, negative = inhibition, hits mostly inhibitors | 360,000 compounds, 0.18% hits | Q8WZA2 | EPAC2 GEF exchange of Rap1B-BODIPY-GDP, fluorescence; further: potency means the concentration at half of the fitted maximal effect; on the % scale 0 is the no-effect control and ±100 the full control effect; nearly all actives have a fitted effect of over 45% in size; many of its hits are not listed in these tables
* hit, by the source's call; ? = inconclusive; / = no result given; & = joins results of further samples; ! = not active in a repeat; [ ] = remark or other dose. Unless noted, the call rests on the fitted dose curve; in most records, active means well fitted curve in the direction sought with a large enough effect; inconclusive means small, poorly fitted or top-dose-only effect, or another doubt; inactive means no such curve, though single readings can be large; an effect the other way counts as inactive or inconclusive. Not all compounds are listed; the hit share may differ from the screen's.

Structure	DRD3 agonist	FUS suppressor	DRD3 antagonist	EPAC2 ag	TDP-43 yeast inh	aSyn yeast inh	Abeta rescue	EPAC2 antag
O=C(COC(=O)c1ccc(Sc2ccccc2)c([N+](=O)[O-])c1)NC1CCS(=O)(=O)C1 (stereo unspecified)	-0.4	-5.3%	-11.3	-0.6%	17.7%	9.8%	6.5%	-1.2%
COc1ccc(C(=O)c2cc3c(cc2[N+](=O)[O-])OCCO3)cc1	1.0	20.2%	-15.2	19.2%	16.0%	-2.4%	-11.3%	?
COc1ccc(C2C(C(C)=O)=C(C)N=c3s/c(=C\c4cc(C)n(C)c4C)c(=O)n32)c(OC)c1 (stereo unspecified)	-5.3	/	14.6	?	8.8%	16.0%	8.3%	54.2%[activator]
CCn1c(SCC(=O)Nc2nc(C)c(C)s2)nc2cccnc21	4.4	-1.7%	0.0	-7.5%	?	4.6%	13.4%	1.0%
Cc1cc(C(=O)N/N=C/c2ccc(OC(=O)c3ccccc3Br)cc2)n[nH]1	5.7	9.2%	-0.3	-2.9%	6.9%	6.0%	13.1%	-7.3%
COCCn1c(C)cc(C(=O)CSc2cc(C)c3ccccc3n2)c1C	5.2	/	7.1	13.3%	?	11.9%	0.5%	-11.9%
CCCCC1=NN2CCS(=O)(=O)N=C2S1	7.0	-7.9%	-15.2	7.9%	11.4%	-2.1%	-14.8%	4.8%
CCC(C)(C)C1CCC(NC(=O)N2CCN(c3ccccc3O)CC2)CC1 (stereo unspecified)	2.9	-14.2%	-7.4	-7.6%	13.9%	2.9%	-4.6%	1.8%
O=C(O)C(=O)/C(=C\c1ccc([N+](=O)[O-])cc1)c1ccc2ccccc2n1	-2.7	-35.4%	?	3.2%	28.4%	1.2%	4.8%	?
O=S(=O)(Nc1cccc2c1ccc1cccn12)c1cccs1	-2.1	23.8%	-11.9	-4.6%	?	-6.0%	-15.2%	-9.1%
Cc1cc(C(F)(F)F)nc(SCCN2CCOCC2)c1C#N	2.0	10.4%	10.6	2.8%	-9.8%	0.1%	-9.4%	-1.8%
CCOC(=O)CCNC(=O)CCc1nnc(CCCc2ccccc2)o1	-6.2	8.2%	4.5	-7.1%	-11.7%	-4.8%	-1.8%	31.3%
COc1cc([N+](=O)[O-])ccc1NC(=O)N1CCC2(CC1)Nc1cc(F)ccc1-n1cccc12	-21.3	-6.5%	/	/	-3.6%	/	5.7%	/
COc1ccccc1-n1nc(C(=O)NCc2ccco2)c2ccccc2c1=O	-5.0	-15.4%	-6.8	-20.9%	5.8%	-7.4%	-0.9%	-1.6%
Cc1ccccc1C(=O)NNC(=S)NC(=O)c1ccccc1	-4.9	/	-10.1	1.6%	?	?	?	-0.2%

Two entries picked at random from the list so far:
Structure	DRD3 agonist	FUS suppressor	DRD3 antagonist	EPAC2 ag	TDP-43 yeast inh	aSyn yeast inh	Abeta rescue	EPAC2 antag
CCOC(=O)CCNC(=O)CCc1nnc(CCCc2ccccc2)o1	-6.2	8.2%	4.5	-7.1%	-11.7%	-4.8%	-1.8%	31.3%
O=C(COC(=O)c1ccc(Sc2ccccc2)c([N+](=O)[O-])c1)NC1CCS(=O)(=O)C1 (stereo unspecified)	-0.4	-5.3%	-11.3	-0.6%	17.7%	9.8%	6.5%	-1.2%

Other records
Structure	DRD3 agonist	FUS suppressor	DRD3 antagonist	EPAC2 ag	TDP-43 yeast inh	aSyn yeast inh	Abeta rescue	EPAC2 antag
CC1CN(CCS(=O)(=O)c2cc(Cl)ccc2Cl)CC(C)O1 (stereo unspecified)	-13.0	-0.5%	-0.1	12.1%	?	-27.0%	-51.4%[inhibitor]	-4.5%
C[C@]12CCC3C(CC=C4C[C@@H](O)CC[C@@]43C)C1CCC2[C@]1(C)CCC(=O)O1 (stereo partly specified)	-5.6	-16.3%	-4.5	-0.2%	-9.3%	9.1%	-2.2%	-2.7%
CC(=O)Nc1sc(NC(=O)c2ccc(C)cc2)nc1-c1cccs1	-1.4	0.5%	-1.3	-1.5%	8.1%	-7.5%	12.7%	10.1%
COCCNC(=O)CCC(=O)NNc1nc2ccccc2c2nc(-c3ccccc3)nn12	-0.5&-8.7	5.6%&-9.4%	-4.5	-14.7%	7.7%&14.3%	-6.7%	7.9%&-4.3%	-6.3%
COc1cccc(OC)c1CNC(=O)CCSCc1ccccc1F	-0.3	12.0%	?	4.8%	21.4%	2.5%	-5.7%	-3.6%
COc1ccc(CCC(=O)NCCc2csc(-c3cccc(F)c3)n2)cc1	3.1	-5.8%	/	/	7.1%	/	-12.4%	/
CC(=O)N1c2ccc(S(=O)(=O)N3CCC(C(=O)NC4CCCC(C)C4C)CC3)cc2CC1C (stereo unspecified)	-0.8	3.2%	-3.6	-11.1%	11.6%	0.7%	1.2%	19.6%
Cc1cc(NC(=O)CSc2nc(Cc3ccccc3)c(C)[nH]2)no1	13.6	4.0%	1.1	3.4%	-2.5%	4.0%	6.8%	-20.9%
Cc1nn(CC(=O)NC(C)C(C)C)c(C)c1S(=O)(=O)N1CCCCC1 (stereo unspecified)	8.4	-4.0%	-0.3	2.0%	-6.1%	-4.4%	-9.4%	-15.6%
CCOc1ccc(NC2OCC(O)C(O)C2O)c([N+](=O)[O-])c1 (stereo unspecified)	-4.4	-19.2%	?	-1.8%	3.0%	-4.8%	5.5%	2.9%
CC(C)[C@H](NC(=O)c1ccccc1F)C(=O)NCCc1ccccc1	2.5	5.8%	-9.3	7.7%	3.5%	3.8%	4.9%	11.4%
CCCCCCSc1cccc(-c2nc3cc(C)ccn3c2NCc2ccccc2)c1	33.4*!	?	6.5&37.1	9.0%&10.8%	-57.5%&-60.0%[inhibitor]	-58.6%&-31.3%[inhibitor]	-75.5%&-34.2%[inhibitor]	-30.0%&5.2%
CS(=O)(=O)c1ccc(-c2nnc(NC(=O)c3ccc4c(c3)OCCO4)o2)cc1	-2.5	27.4%	/	/	0.0%	/	-10.1%	/
Nc1nc(SCC(=O)Nc2cccc(S(=O)(=O)N3CCCCCC3)c2)n[nH]1	5.6	23.9%	16.8	10.3%	-0.2%	-3.3%	9.8%	-1.9%
COc1ccc(OC)c(N2C(=O)CC(Cc3cc(C)cc(C)c3)C2=O)c1 (stereo unspecified)	-12.4	?	-191.7*	7.7%	-30.2%[inhibitor]	13.3%	-93.5%[inhibitor]	19.5%
Cc1cc(C)c(NC(=O)CSc2ncc(S(=O)(=O)c3ccc(C(C)(C)C)cc3)c(=O)[nH]2)c(C)c1	-9.5	?	/	/	-16.2%	3.4%	-17.0%	/
CCCCNC(=S)NNC(=O)c1c(C)nc2ccccn12	-3.3	-6.5%	-9.1	16.2%	2.1%	-2.5%	-2.8%	0.1%
O=C(OCCN(CCOC(=O)c1ccncc1)S(=O)(=O)c1cccs1)c1ccncc1	6.6	-11.5%	31.6	7.6%	15.0%	2.3%	28.6%	8.0%
O=C(Nc1c2c(nn1-c1ccccc1)CS(=O)(=O)C2)c1ccco1	-10.8	/	-2.2	12.9%	4.8%	0.4%	-1.2%	10.4%
COc1ccccc1NC(=O)Nc1ccc(F)c(F)c1	-0.8	-6.2%	11.5	2.6%	-9.3%[0.397 µM]	-14.4%	12.4%	-10.8%
COc1ccc(-c2ccc3oc(-c4ccsc4)cc(=O)c3c2)cn1	8.2	-7.8%	-2.9	1.1%	-1.1%	-3.8%	1.5%	-2.6%
COc1ccc(CC(=O)NCCCc2ccccc2)cc1OC	13.9	5.3%	-1.2	-1.1%	-17.7%	5.1%	-8.2%	-7.4%
CCCCN(C)CCCNC(=O)C1CCN(c2nc3ccc(CC)cc3s2)CC1	-10.7	19.6%	/	/	5.7%	/	-18.8%	/
Nc1c(C(=O)NCc2ccc3c(c2)OCO3)nnn1CC(=O)Nc1ccc(Br)cc1	-2.7&-0.3	-31.8%&-17.7%	4.2	4.5%	19.9%&24.9%	-0.1%	-2.0%&4.6%	2.8%
CN(C(=O)Nc1ccc(Cl)c(Cl)c1)c1ccccc1C(=O)O	5.5	16.7%	-18.8	8.8%	?	-31.4%[inhibitor]	-4.9%	7.9%
O=Cc1cccn1Cc1ccccc1[N+](=O)[O-]	0.3	-27.2%	-4.0	7.8%	13.7%	-0.5%	-1.9%	-9.1%
CC(C)C1NC(=S)N(C2CCCCC2)C1=O (stereo unspecified)	0.6	/	-10.2	-14.5%	9.3%	0.7%	8.5%	-10.5%
CC(C)C(NC(=O)c1c(F)cccc1F)C(=O)NCc1ccncc1 (stereo unspecified)	1.3	4.5%	11.9	3.4%	10.3%	-0.5%	2.0%	12.1%
COc1ccc(-c2csc(NC(=O)c3ccco3)n2)cc1	-2.5	30.6%	11.8	14.8%	?	-20.3%	-35.3%[inhibitor]	1.5%
CC(=O)Nc1ccc(NC=C(C#N)C#N)cc1	-8.4	3.9%	-15.4	7.9%	-20.8%	-0.5%	-3.8%	-11.6%
O=c1[nH]nc(SCc2ccccc2Cl)n1-c1ccc2c(c1)OCCO2	-7.4	-19.0%	8.0	-6.8%	-20.6%	1.5%	-10.9%	8.9%
CCN1CCc2c(sc(NC(=O)CSc3ccccc3)c2-c2nc3ccccc3s2)C1	-24.4	?	/	/	-7.7%	-42.1%[inhibitor]	-23.8%	/
CC(C)(C)OC(=O)NCCC(=O)N/N=C/c1ccc2nccnc2c1	2.4	6.5%	7.7	1.6%	0.6%	4.0%	0.5%	2.3%
Cc1ccc(CNC(=O)C2CSC3(C)CCC(=O)N23)cc1 (stereo unspecified)	5.5	-3.8%	3.6	-2.3%	-10.3%	5.3%	6.0%	2.8%
Cc1noc(C)c1C(=O)N(CC(=O)NC1CCCC1)Cc1ccccc1F	5.3	-8.5%	25.0	10.3%	-1.7%	-4.3%	-3.6%	-1.4%
COc1cc(CN2CCNC(=O)C2CC(=O)O)cc(OC)c1 (stereo unspecified)	-2.7	9.0%	5.8	15.9%	-8.6%	-8.5%	-8.7%	-1.8%
Cc1ccccc1CNC(=O)c1csc([C@H]2C[C@H](O)[C@@H](CO)O2)n1	3.0	-30.0%	-8.5	5.8%	18.7%	-5.6%	-17.7%	-5.6%
Nc1nc(Nc2ccccc2F)nc(N2CCOCC2)c1[N+](=O)[O-]	8.8	-7.9%	20.3	1.5%	?	2.0%	7.7%	2.4%
CCCCNC(=O)COC(=O)c1ccc(Cl)c(S(=O)(=O)N2CCCC2)c1	-2.7	14.6%	-8.4	-14.7%	-3.1%	1.9%	-13.6%	-2.1%
